# Screens (PubChem)
# GALK inh: inhibitors of human galactokinase | Purified GALK, Kinase-Glo residual ATP luminescence | Potency, µM (titrated, usually from 57.5 µM), for the others: top-dose activity change, negative = inhibition, hits mostly inhibitors | actives 0.007% (n = 270,000); note: potency is the fitted concentration of half-maximal effect; % is set by controls: 0 for no effect and ±100 for the full control effect
# Target sequence (P51570 whole entry, looked up): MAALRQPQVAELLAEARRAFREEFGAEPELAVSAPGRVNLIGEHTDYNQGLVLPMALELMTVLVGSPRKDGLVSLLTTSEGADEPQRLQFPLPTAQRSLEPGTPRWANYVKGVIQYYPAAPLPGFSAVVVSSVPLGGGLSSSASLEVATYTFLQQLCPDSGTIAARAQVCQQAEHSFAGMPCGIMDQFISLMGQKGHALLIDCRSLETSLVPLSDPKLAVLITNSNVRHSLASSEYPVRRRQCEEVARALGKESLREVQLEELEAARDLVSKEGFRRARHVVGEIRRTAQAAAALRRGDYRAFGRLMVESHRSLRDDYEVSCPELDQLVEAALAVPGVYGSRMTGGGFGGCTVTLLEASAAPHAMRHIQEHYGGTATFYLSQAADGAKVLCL
#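 Compounds were pin-transferred into ATP buffer (35 uM final), then GALK plus galactose (5 nM, 100 uM final) was added. After 1 h at room temperature, Kinase-Glo Plus was added and luminescence read after 10 min.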
# PKM2 activator: PKM2 (human) enzyme activation; purified PKM2, Kinase-Glo ATP luminescence, activation; response scale: 0% is enzyme alone, no compound; P14618; actives 0.34% (n = 260,000); Potency, µM (series often up to 57.5 µM), without a hit: at the highest dose activation, most hits filed as activators; note: potency is the fitted concentration of half-maximal effect; % is set by controls: 0 for no effect and ±100 for the full control effect; nearly all actives have a fitted effect of over 55% in size
#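 Kinase-Glo luminescence reports ATP generated from ADP (0.1 mM) and PEP (0.5 mM) by purified hPK-M2 after 1 h at room temperature, pH 7.2 imidazole buffer; intermediate enzyme activity allows detecting inhibitors and activators.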
# Menin MLL FP TR: menin-MLL binding inhibition, Texas Red mutant peptide; O00255; Menin + Texas Red MLL mutant peptide, fluorescence polarization; Potency, µM (highest dose often 61.6 µM), without a hit: at the highest dose FP activity change, negative = inhibition, most hits filed as inhibitors; actives 0.23% (n = 270,000); active = well fitted inhibition curve with a large enough effect in the polarisation, with a control signal flat, not every such curve was filed as active; inconclusive = small, poorly fitted or top-dose-only effect, or effect the other way, or a change in a side signal; inactive = no such curve, though single readings can be large or run the other way; the % refers to the polarisation; note: potency is the fitted concentration of half-maximal effect; % of control where 0% means no effect; many of its hits are not listed in these tables
# Target sequence (O00255 whole entry, looked up): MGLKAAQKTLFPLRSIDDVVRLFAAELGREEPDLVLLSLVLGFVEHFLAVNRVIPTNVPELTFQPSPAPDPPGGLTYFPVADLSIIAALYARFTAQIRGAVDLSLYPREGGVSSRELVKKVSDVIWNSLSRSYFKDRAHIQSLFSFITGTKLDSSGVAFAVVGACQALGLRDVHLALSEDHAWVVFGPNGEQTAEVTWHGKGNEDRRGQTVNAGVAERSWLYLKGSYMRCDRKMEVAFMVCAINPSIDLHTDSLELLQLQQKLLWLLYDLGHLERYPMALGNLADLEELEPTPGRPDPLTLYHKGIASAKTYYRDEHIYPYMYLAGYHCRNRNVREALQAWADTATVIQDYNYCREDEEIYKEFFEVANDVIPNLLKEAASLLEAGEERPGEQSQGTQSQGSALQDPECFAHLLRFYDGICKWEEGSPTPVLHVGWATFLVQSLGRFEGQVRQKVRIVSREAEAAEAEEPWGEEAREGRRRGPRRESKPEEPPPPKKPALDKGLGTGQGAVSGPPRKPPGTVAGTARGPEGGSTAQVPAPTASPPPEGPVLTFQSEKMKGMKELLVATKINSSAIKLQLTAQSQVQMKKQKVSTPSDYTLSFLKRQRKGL
# ASM inhibitor: blocks human secretory acid sphingomyelinase. Potency, µM (highest dose often 57.5 µM), for inactives: at the top dose activity change, negative = inhibition, usual class: inhibitors. actives 0.006% (n = 340,000). AID 504937. placental ASM, HMU-PC fluorogenic substrate, 60 min; note: potency is the fitted concentration of half-maximal effect
#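 HMU-PC0 cleavage (9 uM final) by human placental ASM, 60 min at 37 °C following 10 min compound exposure at RT; stopped at pH 10, fluorescence Ex 386/Em 447 nm.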
# Eya2 phos inh: Eya2 (human) phosphatase inhibition; recombinant Eya2, OMFP fluorescence dephosphorylation (OMFP is methylfluorescein phosphate); Potency, µM (doses to about 76.9 µM), without a hit: at the highest dose activity, negative = inhibition, usual class: inhibitors; actives 0.006% (n = 330,000); AID 488837; note: potency is the fitted concentration of half-maximal effect; % is set by controls: 0 for no effect and ±100 for the full control effect
#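 Eya2 (0.2 uM) preincubated 10 min at ambient with compound, then OMFP substrate added at 50 uM; 10 min reaction in 50 mM HEPES pH 7.5, 50 mM NaCl, 5 uM MgCl2, 0.05% BSA, 1 mM DTT. Fluorescence read at Ex 485/Em 525 nm.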
# USP2a block: blocks human ubiquitin-specific protease USP2a; Potency, µM (series often up to 38.3 µM), for the others: at the top dose activity change, negative = inhibition, hits mostly inhibitors; actives 0.01% (n = 330,000); O75604; USP2 core, Ub-CHOP2 coupled fluorogenic reporter, 485/531;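 note: potency is the fitted concentration of half-maximal effect; plate controls were DMSO wells for no effect and full inhibition by NEM control for full effect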
#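 Cell-free coupled assay: 10nM USP2 core preincubated 30min RT with compound in Tris-HCl pH 8.0/CaCl2/CHAPS buffer, then 25nM Ub-CHOP2 and 25nM reporter substrate; fluorescence (Ex 485/Em 531) read after 60min RT, normalized to NEM inhibition, concentration-response curves fitted.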
# MBNL1-CUG inh: blocks human MBNL1 binding to CUG repeat RNA. Q9NR56. TR-FRET MBNL1-His/biotin-(CUG)12 binding, 665/545 ratio. Potency, µM (doses to about 57.5 µM), for the others: at the highest dose activity change, negative = inhibition, actives largely listed as inhibitors. actives 0.036% (n = 280,000); active = well fitted inhibition curve with a large enough effect in the signal ratio, with a control signal flat, not every such curve was filed as active; inconclusive = small, poorly fitted or top-dose-only effect, or effect the other way, or a change in a side signal; inactive = no such curve, though single readings can be large or run the other way; the % refers to the signal ratio; note: potency is the fitted concentration of half-maximal effect; % is set by controls: 0 for no effect and ±100 for the full control effect
#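 TR-FRET readout: Ex 340 nm, 665/545 nm emission ratio, normalized to buffer-only (basal) and MBNL1-(CUG)12 controls. Complex of MBNL1-His with Biotin-(CUG)12, compounds 92 nM–58 uM, incubated 60 min at room temperature.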
# TSHR antagonist: human thyrotropin receptor antagonism. P16473. actives 0.2% (n = 330,000). activity change, negative = inhibition, % at 11.5 µM. TSHR-expressing cells, TSH-stimulated cAMP HTRF, 2 h; active compounds read low;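 active = activity change below a set negative limit, meaning inhibition stronger than a set level, cut at about -70% in these data; inconclusive = activity change between two set negative limits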; note: % is set by controls: 0 for no effect and ±100 for the full control effect
#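 Competitive HTRF cAMP read-out (cryptate anti-cAMP antibody, cAMP-d2; 30 min, room temperature) in freshly harvested TSHR cells. Compounds added before TSH at EC80 (4nM final), followed by 2 hours' incubation at 37 deg C.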
# KCNH2 WT inh: blocks the wildtype human KCNH2 potassium channel; Q12809; U2OS, BacMam KCNH2, thallium flux FluxOr; active compounds read low; activity change, % at 1.84 µM; actives 0.37% (n = 340,000); AID 720551;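 active = maximum activity change below -70%; inconclusive = maximum activity change between -70% and -50%; inactive = maximum activity change above -50%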; note: % is set by controls: 0 for no effect and ±100 for the full control effect
#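 U2OS cells transduced with wild-type KCNH2 virus are loaded with FluxOr dye for 45 min, and thallium flux is measured in kinetic reads before and after stimulation buffer. Rate constants are normalized to DMSO controls.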
# Mito fusion act: mitochondrial division inhibition or fusion activation | Potency, µM (series often up to 46.1 µM), without a hit: at the top dose growth rescue (activation), usual class: activators | S. cerevisiae fusion-defective mutant growth rescue, CellTiterGlo 48 h | actives 0.23% (n = 320,000);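 note: potency is the fitted concentration of half-maximal effect; % of control where 0% means no effect; nearly all actives have a fitted effect of over 45% in size; temperature-sensitive fusion mutants such as fzo1-1 at 37 °C on non-fermentable ethanol glycerol medium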
#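 Temperature-sensitive fusion-defective S. cerevisiae (e.g. fzo1-1, mgm1-5) were grown with compound in YPEG medium (3% ethanol, 3% glycerol) for 48 hours at 37C. Growth rescue was measured as viability by CellTiterGlo luminescence after 10 minutes at ambient.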
# BCR signal inh: blocks chronic active B-cell receptor signaling | actives 0.05% (n = 340,000) | ABC-DLBCL IkBa-CBG/CBR reporter, luminescence ratio, 4 h | AID 493014 | Potency, µM (titrated, usually from 46.1 µM), for the others: top-dose ratio change, negative = lower green/red ratio, hits mostly inhibitors; active = well fitted inhibition curve with a large enough effect in the signal ratio, with a control signal flat, not every such curve was filed as active; inconclusive = small, poorly fitted or top-dose-only effect, or effect the other way, or a change in a side signal; the % refers to the signal ratio;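 note: potency is the fitted concentration of half-maximal effect; plate controls were basal doxycycline-induced cells for no effect and cells given 10 µM MG132 for full effect; MG132 reads +100%, hits lower the ratio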
#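 Doxycycline induced both beetle luciferases in TMD8 lymphoma cells; IKK-driven degradation limits the IkappaBalpha-fused green signal, while red luminescence normalises for cell number and nonspecific effects. Compounds tested up to 46 uM, 4 hrs.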
# * hit, by the source's call; u = inconclusive; x = not tested or not shown; [ ] = remark or other dose. Unless noted, calls come from the whole dose curve; as a rule, active = well fitted curve in the direction sought with a large enough effect; inconclusive = small, poorly fitted or top-dose-only effect, or another doubt; inactive = no such curve, though single readings can be large; an effect the other way counts as inactive or inconclusive.
Structure	BCR signal inh	USP2a block	GALK inh	TSHR antagonist	Mito fusion act	MBNL1-CUG inh	Menin MLL FP TR	ASM inhibitor	Eya2 phos inh	KCNH2 WT inh	PKM2 activator
O=C(NCc1ccccc1)C(c1c(F)cccc1Cl)N(C(=O)c1csnn1)C1CC1 (stereo not drawn)	9%	1%	13%	5	5%	-5%	1%	3%	13%	3	-4%
CC(C)CNC(=S)NNC(=O)c1nn(C)cc1Cl	-2%	-1%	0%	-1	-3%	1%	23%	2%	10%	3	-4%
O=C(C1COc2ccccc2O1)N1CCOCC1 (stereo not drawn)	-1%	4%	3%	3	1%	-15%	13%	11%	-3%	6	-5%
COCCNC(=O)Cn1nc(-c2ccccc2OC)ccc1=O	0%	0%	11%	-1	0%	13%	4%	-1%	-11%	-4	-4%
CCn1cc(C(=O)OCc2ccc(F)cc2)c(=O)c2ccc(C)nc21	15%	0%	3%	12	12%	0%	-3%	-4%	9%	-5	-11%
CC(=O)c1ccc(NC(=O)c2ccc3nc(-c4ccco4)c(-c4ccco4)nc3c2)cc1	u	u	-3%	-21	-1%	u	x	176%[activator]	16%	7	24%
COc1c(Cl)cc(Cl)cc1C(=O)Nc1ccc(CN2CCCCC2)cc1	-1%	8%	0%	18	u	-5%	-2%	1%	9%	49	-5%
CCCn1c(-c2ccccc2)nc2c(=O)n(C)c(=O)[nH]c21	-3%	2%	-3%	18	6%	-7%	-15%	-3%	-12%	1	0%
COc1cc(C2CC(=O)Oc3cc(C)c(Cl)c(C)c32)cc(OC)c1OC (stereo not drawn)	u	-1%	x	5	x	x	x	-18%	-16%	-2	x
Cc1cc(C)nc(SCc2ccc(C(=O)N/N=C3\CC(C)CC(C)(C)C3)cc2)n1 (stereo not drawn)	u	2%	-2%	11	17%	2%	8%	x	-5%	2	-2%
O=C(CO/N=C/c1ccccc1Cl)N1CCCc2ccccc21	8%	-2%	0%	10	18%	u	12%	0%	-5%	0	1%
Cc1[nH]nc2c1C1(CCN(Cc3ccccc3)CC1)C(C#N)=C(N)O2	u	6%	0%	11	-2%	19%	-10%	31%[activator]	-18%	8	17%
Cc1occc1-c1nnc(SCC(=O)Nc2nc3ccccc3s2)o1	u	1%	2%	-6	1%	7%	x	-1%	-16%	-12	0%
COc1ccc(/C=C/C(=O)N2CCN(c3ccccn3)CC2)c(OC)c1OC	u	1%	3%	-3	6%	11%	-30%	-2%	-13%	0	x
COc1ccc(S(=O)(=O)Nc2ccc(-n3cccc3)cc2)cc1	u	-7%	-2%	11	-3%	u	u	-2%	5%	0	10µM*

# Entries listed so far that have an aryl thioether with sulfur outside any ring:
Structure	BCR signal inh	USP2a block	GALK inh	TSHR antagonist	Mito fusion act	MBNL1-CUG inh	Menin MLL FP TR	ASM inhibitor	Eya2 phos inh	KCNH2 WT inh	PKM2 activator
Cc1cc(C)nc(SCc2ccc(C(=O)N/N=C3\CC(C)CC(C)(C)C3)cc2)n1 (stereo not drawn)	u	2%	-2%	11	17%	2%	8%	x	-5%	2	-2%
Cc1occc1-c1nnc(SCC(=O)Nc2nc3ccccc3s2)o1	u	1%	2%	-6	1%	7%	x	-1%	-16%	-12	0%

# (more compounds)
Structure	BCR signal inh	USP2a block	GALK inh	TSHR antagonist	Mito fusion act	MBNL1-CUG inh	Menin MLL FP TR	ASM inhibitor	Eya2 phos inh	KCNH2 WT inh	PKM2 activator
c1ccc(OCCSc2nc3ccccc3[nH]2)cc1	0%	2%	0%	-19	12%	-5%	5%	-1%	-28%	-13	5%
CCCOc1ccccc1C(=O)NC(CO)C(=O)O (stereo not drawn)	-2%	3%	-4%	1	2%	-5%	11%	2%	13%	-1	-2%
CC1Cc2nc(SCC(=O)NCC3CCCO3)n(-c3ccc(F)cc3)c(=O)c2S1 (stereo not drawn)	1%	-1%	3%	-4	-2%	3%	13%	2%	10%	-6	-1%
O=C(O)CCC(C(=O)O)n1c(O)c(C2=c3ccccc3=NC2=O)sc1=S (stereo not drawn)	12%	1%	1%	0	26%	-4%	29%	-2%	1%	-7	-13%
O=C(NC1CCCc2ccccc21)C1CCN(c2nnc(-n3cccc3)s2)CC1 (stereo not drawn)	4%	1%	2%	-13	-1%	-2%	2%	-3%	-11%	-4	2%
CCOC(=O)Cc1csc(N/N=C/c2ccccc2)n1	1%	1%	2%	-5	-8%	u	5%	3%	0%	-5	1%
Cc1ccc(C)c(NC(=O)COC(=O)c2nc(Cl)ccc2Cl)c1	0%	2%	x	-3	-1%	x	x	-1%	-14%	3	x
O=C(CSc1nnnn1-c1cccc2c1CCCC2)NC1CCCC1	-2%	4%	-1%	-17	4%	4%	-12%	-1%	-3%	10	-1%
COc1ccc(C)cc1NC(=O)CCNS(=O)(=O)c1cccc2nonc12	2%	2%	2%	10	5%	u	9%	0%[11.5 µM]	2%	3	0%
CCC(C)n1c(SC(C)C#N)nc2ccccc2c1=O (stereo not drawn)	1%	-1%	3%	-5	0%	-1%	0%	0%	0%	-11	2%
Cc1cccc(OCc2nc(-c3ccc(Br)o3)no2)c1	7%	-1%	-2%	-3	-4%	-3%	10%	-6%	u	2	-10%
Cc1ccccc1NC(=S)N(C)C1(c2ccccc2Cl)CCCCC1=O (stereo not drawn)	u	1%	-6%	3	1%	-5%	3%	3%	-2%	-3	-3%
CC(Sc1n[nH]c(N)n1)C(=O)Nc1ccc(Cl)cn1 (stereo not drawn)	1%	2%	13%	33	-1%	-4%	10%	3%	9%	3	13%
CCCCn1c(N)c(N(CC(C)C)C(=O)c2cccc(S(=O)(=O)N3CCCCCC3)c2)c(=O)[nH]c1=O	-3%	-2%	3%	7	0%	2%	-2%	14%	20%	-1	1%
Cc1cccc(C)c1NS(=O)(=O)c1ccc2c(c1)C(=O)c1ccccc1C2=O	-12%	1%	1%	-2	-6%	x	-8%	-5%	7%	0	-6%
Cc1cccc(C(=O)Nc2ccccc2N2CCN(c3ccc(F)cc3)CC2)c1	-9%	-2%	-1%	-18	-1%	-9%	8%	-9%	1%	-22	1%
O=C(COc1ccccc1)Nc1ccccc1N1CCN(c2ccc(F)cc2)CC1	0%	-1%	-2%	-14	-2%	-3%	-2%	-12%	-1%	-9	-6%
CC(C)CN(C(=O)CSc1nncn1-c1ccccc1)c1c(N)n(CC(C)C)c(=O)[nH]c1=O	-8%	-2%	0%	6	-1%	-11%	0%	12%	-5%	-16	-9%
CCOc1ccc(S(=O)(=O)N2CCOCC2)cc1NC(=O)c1ccccc1F	3%	1%	-1%	-1	8%	-11%	x	-4%	-21%	-13	x
Cn1c(C(O)c2ccccc2)nc(Cl)c1Cl (stereo not drawn)	-3%	-7%	3%	2	-2%	-4%	-5%	6%	2%	8	-3%
CCOc1ccc(S(=O)(=O)Nc2cccc(C(=O)NCC(c3ccco3)N(C)C)c2)cc1 (stereo not drawn)	-3%	-1%	x	1	4%	x	x	16%	-22%	5	x
CCCc1nn(C)c2c(=O)[nH]c(-c3cc(S(N)(=O)=O)ccc3OCC)nc12	2%	2%	9%	-4	2%	1%	-7%	0%	5%	-1	x
CCOC(=O)c1ccc2nc(C)c(CC)c(Cl)c2c1	25%	2%	5%	16	-1%	1%	7%	-3%	3%	0	6%

# Of the compounds above, two have a cyano group.
Structure	BCR signal inh	USP2a block	GALK inh	TSHR antagonist	Mito fusion act	MBNL1-CUG inh	Menin MLL FP TR	ASM inhibitor	Eya2 phos inh	KCNH2 WT inh	PKM2 activator
Cc1[nH]nc2c1C1(CCN(Cc3ccccc3)CC1)C(C#N)=C(N)O2	u	6%	0%	11	-2%	19%	-10%	31%[activator]	-18%	8	17%
CCC(C)n1c(SC(C)C#N)nc2ccccc2c1=O (stereo not drawn)	1%	-1%	3%	-5	0%	-1%	0%	0%	0%	-11	2%

# A portion of the library; rates above refer to the full screens.
